INS-1E_ATP_HTS: protection of INS-1E cells from cytokine death, primary screen, ATP luminescence, single point. INS-1E cytokine-induced death, 48 h; normalised: neutral wells 0, positive control 100. protection from cytokine-induced ATP loss, % at 10 µM. 0.1% of 20,000 active;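 active means mean replicate protection from cytokine-induced ATP loss at least 50% and at least 75% of replicates each reaching 50%; inconclusive means meets only one of the two criteria, mean or replicate share; inactive means fails both the mean and replicate share criteria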
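Material: INS-1E rat cells; Quantity: 8000 cells/well; Buffer or medium: phenol-red-free RPMI with 5% fetal bovine serum; Probe or stimulus: cytokine cocktail of IFN-γ, TNF-α and IL-1β; Compound dosing: single test concentration per compound, delivered by pin transfer; Incubation: 48 h co-treatment, 10 min post-lysis read; Signal: CellTiter-Glo luminescence.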
T_cruzi_HTS: inhibitors of intracellular Trypanosoma cruzi, primary screen, cell-based, plate reader, single point, set 2. activity score (inhibition), % at 5.01 µM. AID 651903, 2012. intracellular Trypanosoma cruzi in host cells. 4.9% of 22,000 active; in the data active means activity score above about 55%; inconclusive means no clear call, values can overlap the other calls;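 further: parasites and compound incubated about four days before reading; 0% = median of neutral control wells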
The depositor's hits bear a star; ? = inconclusive; / = not tested or not shown.

SMILES INS-1E_ATP_HTS T_cruzi_HTS
Cc1ccc(S(=O)(=O)Nc2ccc3c(c2)C(=O)N([C@H](C)CO)C[C@H](C)[C@@H](CN(C)C(=O)NC2CCCCC2)OCCCC[C@@H](C)O3)cc1 18 19
COc1ccc(NC(=O)N(C)C[C@H]2Oc3c(NC(=O)C4CC4)cccc3C(=O)N([C@H](C)CO)C[C@@H]2C)cc1 3 1
C[C@@H]1CN([C@@H](C)CO)C(=O)CCCn2cc(nn2)CO[C@H]1CN(C)C / -13
Cc1cc(C(=O)Nc2cccc3c2O[C@H](CN(C)S(=O)(=O)c2cccs2)[C@H](C)CN([C@@H](C)CO)C3=O)n(C)n1 -2 8
C[C@H](CO)N1C[C@H](C)[C@H](CN(C)Cc2ccccc2)Oc2ccc(NC(=O)CCC(F)(F)F)cc2C1=O / -3
C[C@H]1CN([C@@H](C)CO)C(=O)c2cccc(NC(=O)NC3CCCCC3)c2O[C@H]1CN(C)S(=O)(=O)c1ccc(F)cc1 -7 -57
C[C@H](CO)N1C[C@H](C)[C@H](CN(C)Cc2ccccc2)Oc2ccc(NC(=O)Nc3ccc(C(F)(F)F)cc3)cc2CC1=O -5 66*
Cc1ccc(S(=O)(=O)N(C)C[C@H]2Oc3ccc(NS(=O)(=O)c4ccc(F)cc4)cc3CC(=O)N([C@H](C)CO)C[C@H]2C)cc1 -4 63*
C[C@@H]1CN([C@@H](C)CO)C(=O)c2cc(NC(=O)Cc3ccccc3)ccc2O[C@@H]1CN(C)Cc1ccc(Oc2ccccc2)cc1 -59 51
CNC[C@H]1Oc2c(NC(=O)c3ccncc3)cccc2C(=O)N([C@@H](C)CO)C[C@H]1C 1 -26
Cc1noc(C)c1S(=O)(=O)Nc1ccc2c(c1)C(=O)N([C@@H](C)CO)C[C@@H](C)[C@@H](CN(C)S(=O)(=O)c1cccs1)O2 6 9
C[C@@H]1CN([C@H](C)CO)C(=O)Cc2cc(NC(=O)Nc3cccc4ccccc34)ccc2O[C@@H]1CN(C)Cc1ccc2c(c1)OCO2 -34 71*
C[C@@H]1CN([C@H](C)CO)C(=O)c2cc(NC(=O)C3CC3)ccc2O[C@H]1CN(C)S(=O)(=O)c1ccc(Cl)cc1 6 3
Cc1noc(C)c1NC(=O)N(C)C[C@H]1Oc2c(NS(=O)(=O)c3ccccc3)cccc2C(=O)N([C@@H](C)CO)C[C@H]1C 7 0
C[C@H](CO)N1C[C@H](C)[C@@H](CN(C)Cc2ccc(Oc3ccccc3)cc2)Oc2c(NC(=O)c3cnccn3)cccc2C1=O -42 ?
COc1ccc(NC(=O)Nc2ccc3c(c2)C(=O)N([C@@H](C)CO)C[C@H](C)[C@@H](CN(C)S(=O)(=O)c2ccc(Cl)cc2)O3)cc1 / 17
C[C@H](CO)N1C[C@H](C)[C@@H](CN(C)Cc2ccc(C(F)(F)F)cc2)Oc2ccc(NC(=O)c3ccncc3)cc2C1=O 2 16
COc1ccc(NC(=O)N(C)C[C@H]2Oc3c(NC(=O)c4nc5ccccc5s4)cccc3C(=O)N([C@H](C)CO)C[C@@H]2C)cc1 -3 10
Cc1noc(C)c1NC(=O)Nc1ccc2c(c1)C(=O)N([C@H](C)CO)C[C@H](C)[C@@H](CN(C)C(=O)Nc1cccc3ccccc13)O2 2 -23
Cc1ccc(S(=O)(=O)Nc2ccc3c(c2)CC(=O)N([C@@H](C)CO)C[C@H](C)[C@H](CN(C)C(=O)Nc2ccc(F)cc2)O3)cc1 4 -23
COc1cccc(S(=O)(=O)N(C)C[C@@H]2OCc3cnnn3CCCC(=O)N([C@H](C)CO)C[C@@H]2C)c1 -3 -7
C[C@H](CO)N1C[C@H](C)[C@H](CN(C)S(=O)(=O)c2ccc(F)cc2)Oc2ccc(NS(=O)(=O)c3ccccc3)cc2CC1=O 1 -7
C[C@@H]1CN([C@@H](C)CO)C(=O)c2cc(NS(=O)(=O)c3ccccc3)ccc2O[C@@H]1CN(C)Cc1ccccc1 -1 11
COc1ccc(S(=O)(=O)N(C)C[C@H]2Oc3ccc(NC(=O)C4CC4)cc3C(=O)N([C@@H](C)CO)C[C@H]2C)cc1 10 3
Cc1noc(C)c1NC(=O)Nc1ccc2c(c1)CC(=O)N([C@@H](C)CO)C[C@@H](C)[C@@H](CN(C)S(=O)(=O)c1ccc(Cl)cc1)O2 -5 -4
C[C@H]1CN([C@@H](C)CO)C(=O)Cc2cc(NC(=O)Nc3cccc4ccccc34)ccc2O[C@H]1CN(C)Cc1ccc(Cl)c(Cl)c1 -11 35
COc1ccc(/C=N\NC(=O)c2ccccc2O)c(O)c1 -126 50
C[C@@H]1CCCCO[C@H](CN(C)S(=O)(=O)c2cn(C)cn2)[C@@H](C)CN([C@H](C)CO)C(=O)c2cc(NS(=O)(=O)c3ccc(Cl)cc3)ccc2O1 -6 -19
C[C@H](CO)N1C[C@H](C)[C@H](CN(C)Cc2ccccc2)Oc2ccc(NC(=O)Cn3cnnn3)cc2CC1=O 1 6
C[C@@H]1CN([C@H](C)CO)C(=O)c2cccc(NC(=O)C3CC3)c2O[C@H]1CN(C)C 1 -8
C[C@@H]1CN([C@H](C)CO)C(=O)c2cccc(NC(=O)C3CC3)c2O[C@H]1CN(C)C(=O)NC1CCCCC1 1 2
C[C@@H]1CN([C@H](C)CO)C(=O)c2cccc(NC(=O)c3ccc(-c4nccs4)cc3)c2O[C@@H]1CN(C)Cc1ccncc1 -6 20
Cc1noc(C)c1NC(=O)N(C)C[C@H]1Oc2ccc(NC(=O)CCC(F)(F)F)cc2C(=O)N([C@H](C)CO)C[C@@H]1C -2 -14
C[C@@H]1CN([C@@H](C)CO)C(=O)c2cccc(NS(=O)(=O)c3ccc(Cl)cc3)c2O[C@H]1CN(C)Cc1ccc(C(F)(F)F)cc1 -5 35
C[C@@H]1CN([C@H](C)CO)C(=O)c2cc(NC(=O)c3ccncc3)ccc2O[C@H]1CN(C)C(=O)Nc1ccccc1 -15 8
COc1ccc(S(=O)(=O)N(C)C[C@@H]2Oc3c(NC(=O)NC4CCCCC4)cccc3C(=O)N([C@@H](C)CO)C[C@H]2C)cc1 6 13
C[C@H]1CN([C@@H](C)CO)C(=O)Cc2cc(NC(=O)Nc3ccc(C(F)(F)F)cc3)ccc2O[C@H]1CN(C)CC1CC1 4 10
Cc1ccc(S(=O)(=O)N(C)C[C@@H]2Oc3c(NS(=O)(=O)c4c(C)noc4C)cccc3C(=O)N([C@H](C)CO)C[C@@H]2C)cc1 3 9
C[C@H](CO)N1C[C@H](C)[C@@H](CN(C)Cc2ccncc2)Oc2c(NS(=O)(=O)c3ccc(Cl)cc3)cccc2C1=O 0 7
C[C@@H]1CN([C@H](C)CO)C(=O)c2cccc(NC(=O)c3nc4ccccc4s3)c2O[C@H]1CN(C)Cc1ccc(-c2ccccc2)cc1 -20 47
COc1ccc(CN(C)C[C@H]2Oc3ccc(NC(=O)CCCCCC(=O)Nc4ccccc4N)cc3C(=O)N([C@H](C)CO)C[C@H]2C)cc1 6 -7
COc1ccc(CN(C)C[C@H]2Oc3ccc(NC(=O)Cn4cnnn4)cc3CC(=O)N([C@@H](C)CO)C[C@@H]2C)cc1 11 22
C[C@@H]1CN([C@H](C)CO)C(=O)c2cc(NC(=O)Cn3cnnn3)ccc2O[C@@H]1CN(C)CC1CCCCC1 -3 -1
C[C@@H]1CCCCO[C@H](CN(C)S(=O)(=O)c2cccs2)[C@@H](C)CN([C@H](C)CO)C(=O)c2cc(NC(=O)CCC(F)(F)F)ccc2O1 -6 -5
C[C@@H]1CN([C@H](C)CO)C(=O)c2cccc(NC(=O)c3nc4ccccc4s3)c2O[C@H]1CN(C)C(=O)Nc1ccccc1 0 -12

Arranged by SMILES length (lowest first): part of the list above.
SMILES INS-1E_ATP_HTS T_cruzi_HTS
C[C@@H]1CN([C@H](C)CO)C(=O)c2cccc(NC(=O)C3CC3)c2O[C@H]1CN(C)C(=O)NC1CCCCC1 1 2
C[C@@H]1CN([C@H](C)CO)C(=O)c2cc(NC(=O)c3ccncc3)ccc2O[C@H]1CN(C)C(=O)Nc1ccccc1 -15 8
COc1ccc(CN(C)C[C@H]2Oc3ccc(NC(=O)Cn4cnnn4)cc3CC(=O)N([C@@H](C)CO)C[C@@H]2C)cc1 11 22

Continuation:
SMILES INS-1E_ATP_HTS T_cruzi_HTS
C[C@H]1CN([C@@H](C)CO)C(=O)c2cccc(NC(=O)c3nc4ccccc4s3)c2O[C@@H]1CN(C)Cc1ccncc1 -10 13
C[C@@H]1CN([C@@H](C)CO)C(=O)c2cc(NS(=O)(=O)c3ccc(Cl)cc3)ccc2O[C@H]1CN(C)Cc1ccc(-c2ccccc2)cc1 -18 17
CC(C)NC(=O)N(C)C[C@H]1Oc2ccc(NS(=O)(=O)c3ccc(F)cc3)cc2CC(=O)N([C@@H](C)CO)C[C@@H]1C -1 -16
COc1ccc(NC(=O)N(C)C[C@@H]2Oc3ccc(NS(=O)(=O)c4cn(C)cn4)cc3C(=O)N([C@H](C)CO)C[C@H]2C)cc1 4 -1
C[C@H]1CN([C@@H](C)CO)C(=O)Cc2cc(NS(=O)(=O)c3ccccc3)ccc2O[C@H]1CN(C)C(=O)Nc1ccc2c(c1)OCO2 9 -4
CCCCCCC/C=N/NC(=O)CCCCC(=O)NO -4 -2
Cc1ccc(S(=O)(=O)Nc2ccc3c(c2)CC(=O)N([C@H](C)CO)C[C@@H](C)[C@H](CN(C)Cc2ccc(C(=O)Nc4ccccc4N)cc2)O3)cc1 7 49
Cc1cc(C(=O)Nc2cccc3c2O[C@H](CN(C)Cc2ccccc2)[C@H](C)CN([C@@H](C)CO)C3=O)n(C)n1 -5 -4
Cc1noc(C)c1NC(=O)N(C)C[C@@H]1Oc2ccc(NS(=O)(=O)c3c(C)noc3C)cc2C(=O)N([C@H](C)CO)C[C@@H]1C 7 -12
C[C@H]1CN([C@@H](C)CO)C(=O)Cc2cc(NC(=O)C3CCCCC3)ccc2O[C@@H]1CN(C)C(=O)Nc1ccc(C(F)(F)F)cc1 5 4
CC(C)NC(=O)Nc1ccc2c(c1)C(=O)N([C@@H](C)CO)C[C@H](C)[C@H](CN(C)S(=O)(=O)c1ccccc1)O2 4 -16
C[C@@H]1CN([C@H](C)CO)C(=O)c2cccc(NC(=O)C3CCCCC3)c2O[C@H]1CN(C)S(=O)(=O)c1cn(C)cn1 14 -31
CC(C)NC(=O)Nc1ccc2c(c1)C(=O)N([C@@H](C)CO)C[C@H](C)[C@H](CN(C)S(=O)(=O)c1cccs1)O2 / -13
COc1ccc(CN(C)C[C@@H]2Oc3ccc(NC(=O)Nc4ccc(C(F)(F)F)cc4)cc3C(=O)N([C@@H](C)CO)C[C@H]2C)cc1 -24 8
C[C@@H]1CN([C@@H](C)CO)C(=O)c2cc(NC(=O)Nc3ccccc3)ccc2O[C@@H]1CN(C)C(=O)Nc1ccc(F)cc1 1 -6

Molecules shown so far that have two or more sulfur atoms, in the order listed:
SMILES INS-1E_ATP_HTS T_cruzi_HTS
Cc1cc(C(=O)Nc2cccc3c2O[C@H](CN(C)S(=O)(=O)c2cccs2)[C@H](C)CN([C@@H](C)CO)C3=O)n(C)n1 -2 8
Cc1ccc(S(=O)(=O)N(C)C[C@H]2Oc3ccc(NS(=O)(=O)c4ccc(F)cc4)cc3CC(=O)N([C@H](C)CO)C[C@H]2C)cc1 -4 63*
Cc1noc(C)c1S(=O)(=O)Nc1ccc2c(c1)C(=O)N([C@@H](C)CO)C[C@@H](C)[C@@H](CN(C)S(=O)(=O)c1cccs1)O2 6 9
C[C@H](CO)N1C[C@H](C)[C@H](CN(C)S(=O)(=O)c2ccc(F)cc2)Oc2ccc(NS(=O)(=O)c3ccccc3)cc2CC1=O 1 -7
C[C@@H]1CCCCO[C@H](CN(C)S(=O)(=O)c2cn(C)cn2)[C@@H](C)CN([C@H](C)CO)C(=O)c2cc(NS(=O)(=O)c3ccc(Cl)cc3)ccc2O1 -6 -19
Cc1ccc(S(=O)(=O)N(C)C[C@@H]2Oc3c(NS(=O)(=O)c4c(C)noc4C)cccc3C(=O)N([C@H](C)CO)C[C@@H]2C)cc1 3 9
C[C@@H]1CCCCO[C@H](CN(C)S(=O)(=O)c2cccs2)[C@@H](C)CN([C@H](C)CO)C(=O)c2cc(NC(=O)CCC(F)(F)F)ccc2O1 -6 -5
CC(C)NC(=O)Nc1ccc2c(c1)C(=O)N([C@@H](C)CO)C[C@H](C)[C@H](CN(C)S(=O)(=O)c1cccs1)O2 / -13

High-throughput results deposited in PubChem by Broad Institute.
